# Screening results (PubChem BioAssay)
# Prostate diff: activators of LNCaP prostate cell differentiation; AID 795; flow cytometry side scatter, 4 d; 24,000 tested, 0.56% active; side scatter shift, % at 10 µM;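 active = side scatter shift above 30%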;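 note: androgen-responsive LNCaP prostate cancer cells in charcoal-stripped serum medium; percent of cells past a gate set so DMSO wells show 10% shift; higher shift means more granular cells and more differentiation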
# Autofluor Jurkat: compound fluoresces in Jurkat cells, VLA-4 screen interference | compound autofluorescence, flow cytometry; stronger effect = higher value; 1 = vehicle-only cell background | fluorescence ratio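 (tested at 10 µM compound in the well)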 | 24,000 tested, 0.61% active;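 active = fluorescence ratio above 2.44, which is 1 plus 3 SD of all ratios; inconclusive = signal too bright to measure linearly, ratio around 10 or more; inactive = fluorescence ratio below 2.44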;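 note: green fluorescence of cells measured with 488 nm excitation and 530 nm emission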
# VLA-4 agonist: allosterically activates the human VLA-4 integrin. Jurkat cells, LDV-FITC binding, flow cytometry. P13612. 24,000 tested, under 10 active. activation, % at 10 µM (by protocol);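 active = fluorescent ligand binding to cells raised by more than 40% of the manganese-induced maximum; inconclusive = compound's own fluorescence above 85% of the ligand control signal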;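 note: 0% = ligand binding without compound and 100% = manganese-stimulated maximal binding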
# Target sequence (P13612 whole entry, looked up): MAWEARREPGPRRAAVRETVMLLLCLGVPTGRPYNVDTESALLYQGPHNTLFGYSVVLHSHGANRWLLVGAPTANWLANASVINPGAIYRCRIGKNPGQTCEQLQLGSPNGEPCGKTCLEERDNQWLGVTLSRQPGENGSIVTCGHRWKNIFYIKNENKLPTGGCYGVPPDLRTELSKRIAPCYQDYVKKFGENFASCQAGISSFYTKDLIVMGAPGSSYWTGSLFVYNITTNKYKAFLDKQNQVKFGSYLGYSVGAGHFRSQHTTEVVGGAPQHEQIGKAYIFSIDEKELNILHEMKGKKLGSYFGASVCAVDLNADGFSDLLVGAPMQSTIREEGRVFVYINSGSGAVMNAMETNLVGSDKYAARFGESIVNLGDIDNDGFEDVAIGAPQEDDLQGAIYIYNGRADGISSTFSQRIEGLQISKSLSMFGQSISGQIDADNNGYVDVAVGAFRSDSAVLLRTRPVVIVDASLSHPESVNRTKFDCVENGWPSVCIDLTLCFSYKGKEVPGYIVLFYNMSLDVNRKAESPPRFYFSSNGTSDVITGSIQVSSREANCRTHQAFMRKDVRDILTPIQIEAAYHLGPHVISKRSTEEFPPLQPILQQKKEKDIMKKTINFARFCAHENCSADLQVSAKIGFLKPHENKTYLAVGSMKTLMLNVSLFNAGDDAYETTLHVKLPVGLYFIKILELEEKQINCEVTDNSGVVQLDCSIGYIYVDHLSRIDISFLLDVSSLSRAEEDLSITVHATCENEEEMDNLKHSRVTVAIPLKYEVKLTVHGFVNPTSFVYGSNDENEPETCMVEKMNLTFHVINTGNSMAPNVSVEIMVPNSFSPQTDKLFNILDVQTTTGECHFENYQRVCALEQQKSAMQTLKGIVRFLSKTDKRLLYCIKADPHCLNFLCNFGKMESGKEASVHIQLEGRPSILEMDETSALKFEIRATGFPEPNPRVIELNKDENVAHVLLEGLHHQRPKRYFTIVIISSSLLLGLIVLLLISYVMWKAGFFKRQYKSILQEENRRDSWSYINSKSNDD
# VLA-4 antagonist: blocks LDV-FITC ligand binding to Mn2+-activated human VLA-4 integrin; Jurkat cells, LDV-FITC binding with Mn2+, flow cytometry; 100% = Mn2+-driven binding gain fully reversed; P13612; AID 529; inhibition, % at 10 µM (by protocol); 24,000 tested, 0.2% active;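 active = inhibition above 50%; inconclusive = compound itself fluorescent, judged against control cell fluorescence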;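 note: 0% = Mn2+ stimulated cells lacking compound and 100% = ligand binding without Mn2+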
# Active calls of the source: *; ? = inconclusive. Only part of the results is shown; the hit share may differ from the screen's.
structure,Prostate diff,Autofluor Jurkat,VLA-4 agonist,VLA-4 antagonist
O=C(NCCN1CCCCCC1)C1CCC(CNS(=O)(=O)c2cccc3cccnc23)CC1 (stereo not drawn),2,1.1,5,12
CCC(C)NC(=O)C(NS(=O)(=O)c1cccc2nsnc12)c1ccccc1 (stereo not drawn),0,1,0,-13
COc1ccc(NC(=O)CN2CCN(CC(=O)Nc3ccc4c(c3)OCO4)CC2)cc1,2,0.98,0,10
CCOc1cccc(C(=O)N(Cc2ccc(F)cc2)C2CCS(=O)(=O)C2)c1 (stereo not drawn),6,1.1,-7,-8
c1cc2c(cc1Nc1nc(-c3ccc4c(c3)OCO4)cs1)OCCO2,7,1.1,2,-14
O=C(Nc1ccc(N2CCCC2)cc1)c1ccc(Br)o1,4,1.2,2,-20
COc1ccc(C2C(C(=O)Nc3ccccc3OC)=C(C)Nc3nnnn32)c(OC)c1 (stereo not drawn),7,1.1,-2,3
CCN(CC)S(=O)(=O)c1ccc(NC2c3ncccc3C(=O)N2Cc2ccccc2)cc1 (stereo not drawn),12,0.97,4,-3
c1ccc2nc(-c3nc4ccccc4[nH]3)ccc2c1,16,1,-2,-9
C=C(C)c1cccc(C(C)(C)NC(=O)Nc2ncccn2)c1,26,1,2,1
Cn1c(NCCO)nc2c(c1=O)C1(CCCCC1)Cc1ccccc1-2,12,0.99,1,-6
CCOC(=O)NC(=O)CSc1nnnn1-c1ccc(Cl)cc1,3,1,2,-20
O=C(O)c1cc(/C=N\O)ccc1OCc1ccccc1,1,1,6,-28
Cc1ccc(C(c2sc3ncnn3c2O)N2CC(C)CC(C)C2)cc1 (stereo not drawn),8,1.1,3,0
CC(C)(C)NC(=O)Cn1nnc(-c2ccccc2Cl)n1,10,3.6*,?,?
N#Cc1ccccc1-n1c(N)c(C(=O)N2CCCC2)sc1=S,2,1.1,6,-13
Cc1nonc1NC(=O)Nc1cccnc1,6,1.1,3,5
COc1ccccc1N1CCN(C(=O)CSc2nc(-c3ccccc3)cc(=O)[nH]2)CC1,10,1.1,?,?
COc1cccc(Cn2nnc(C(=O)Nc3cc(C)ccc3OC)c2N)c1,15,1.1,?,?
NC(=O)C1(N2CCCCC2)CCN(CC(=O)Nc2cc(Cl)ccc2Cl)CC1,11,1.1,8,-22
NC(=O)c1cc(Cl)cn(-c2ccccc2)c1=O,7,1.1,-4,-4
Cc1cccc(-c2nc(CSCC(=O)N3CCN(c4ccccn4)CC3)c(C)o2)c1,21,0.88,1,-4
CCCCN(CC)C(=O)Cc1c(C(=O)O)[nH]c2ccc(Cl)cc12,17,1.1,5,-24
CCOc1ccc(NC(=O)CCS(=O)(=O)c2ccc3c(c2)CCCN3C(C)=O)cc1,10,1.1,-1,0
COc1ccc(CNC(=O)C2COc3ccccc3O2)c(OC)c1 (stereo not drawn),13,1.1,2,8
Cn1nnnc1SCc1cn2cccnc2n1,9,0.96,-1,-16
CC1CCCN(C(=O)CSCC(=O)N=c2sc3ccccc3n2C)C1 (stereo not drawn),8,0.96,3,3
CCN1CCCC1CNC(=O)C(NC(=O)C1CCC(C)CC1)C(C)C (stereo not drawn),4,1,-2,13
CCN1C2=NCCCN2c2cc(C)c(C)cc21,7,1,12,-21
COCCCNC(=O)CCn1c(=O)c2ccccc2n(CC(=O)Nc2c(C)cccc2C)c1=O,9,0.99,0,-2
COc1cc(NC(=O)CN2CCN(c3ccccc3F)CC2)cc(OC)c1,1,1,8,6
CC(=O)N1c2c(cc(Br)cc2S(=O)(=O)N2CCN(c3ccccn3)CC2)CC1C (stereo not drawn),6,1.1,-4,4
O=C(CSCc1cnn(-c2ccccc2)c1-n1cccc1)NCc1ccc2c(c1)OCO2,10,1,-11,7
Cc1oc(-c2ccccc2F)nc1CN1CCC(C(=O)NCCC2=CCCCC2)CC1,14,1.2,?,?
CCOC(=O)c1ccc(N2C(=O)CC(NC3CCN(C(=O)c4ccc(F)cc4)CC3)C2=O)cc1 (stereo not drawn),2,1.1,-2,-14
CCOc1cccc2c1OC1(C)CC2NC(=O)N1c1ccc(OC)cc1 (stereo not drawn),18,1,12,-1
CC(=O)c1sc(NC(=O)C2COc3ccccc3O2)nc1C (stereo not drawn),3,1,-16,32
CC(C)CNC(=O)c1noc2c1CCCC2,4,0.97,3,1
Cc1cc(C)cc(NC(=O)CCn2ccnc2C)c1,14,1.1,-5,8
COc1ccc(C2=NOC(C(=O)NCc3ccco3)C2)cc1OC (stereo not drawn),6,0.92,-6,-2
O=C1C2CC=C(Cl)CC2C(=O)N1c1ncn[nH]1 (stereo not drawn),15,1,2,-4
CN1CCN(C(=O)C2CCCCC2C(=O)O)CC1 (stereo not drawn),17,1.1,-2,2
Cc1cccc(C)c1NC(=O)C(c1ccccc1)N1CCC2(CC1)OCCO2 (stereo not drawn),18,1,2,1
CC(C)(C)n1nc2c(c1NC(=O)c1cccs1)CS(=O)C2 (stereo not drawn),22,0.97,0,-24
Cc1noc(NS(=O)(=O)c2ccc(N/C=C/C(=O)c3ccc4c(c3)OCO4)cc2)c1C,10,1.2,-6,-9
CCOC(=O)/N=C(/NC(=O)Nc1ccc(C(=O)OCC)cc1)OC,4,1.1,4,-6
CCCC(OC(=O)CN1C(=O)COc2ccccc21)C(=O)NC1CCCC1 (stereo not drawn),5,0.99,0,8
COc1cc(S(=O)(=O)N(C)C)ccc1F,6,1,8,-15
CCOC(=O)c1sc(=S)n(-c2cccc(OC)c2)c1N,7,1.1,-9,-4
O=C(CSc1nnc(Cn2c(=O)sc3ccccc32)n1-c1ccccc1)NCC1CCCO1 (stereo not drawn),8,1,5,-3
O=C(CCN1C(=O)COc2ccccc21)NCc1cccs1,4,0.9,7,5
COCC(=O)N(C)c1nnc(-c2ccccn2)s1,5,0.95,-4,-16
COc1ccccc1-c1cc(C(=O)NCCN2CCOCC2)no1,8,1.1,2,9
CC1CCN(C(=O)CSc2nnc(CNC(=O)c3ccco3)o2)CC1,4,0.98,3,-1
O=C(NCc1ccccn1)/C(=N/O)c1ccccc1,6,0.97,-1,-2
Cc1ccc(-n2ncc3c(=O)n(CC(=O)NC4CCCCC4)cnc32)cc1,10,1.1,-3,14
CCC1CCCCN1CCNC(=O)CNS(=O)(=O)c1ccc2nc(C)sc2c1 (stereo not drawn),9,1.2,2,12
O=C(NCCC1=CCCCC1)C1CC(=O)N(C2CCCCCC2)C1 (stereo not drawn),7,1.1,-1,-6
Nc1nonc1NC(=O)CSc1nc2ccccc2s1,6,1.1,4,3
COC(=O)Cn1cnc2c(nnn2-c2ccc(C)cc2)c1=O,5,1.1,5,-11

# The results go on:
structure,Prostate diff,Autofluor Jurkat,VLA-4 agonist,VLA-4 antagonist
O=C(CSc1nc2ccccc2c(=O)n1Cc1ccco1)NCc1ccccc1,3,0.99,-2,-10
COc1ccc(NC(=O)c2nc3nc(C)cc(C(F)F)n3n2)cc1OC,6,0.9,?,?
O=C(c1noc2c1CCCCC2)N1CCOCC1,4,1,0,-12
CCCS(=O)(=O)N1CCC(C(=O)NC2CCC(C)CC2)CC1 (stereo not drawn),4,1,-2,-2
Cc1ccc(CNC(=O)CSc2n[nH]c(N)n2)cc1,9,0.95,0,-23
COc1ccccc1C1C(C#N)=C(N)Oc2cc(C)n(Cc3ccccn3)c(=O)c21 (stereo not drawn),8,1.1,-2,-16
Cc1ccc(S(=O)(=O)c2nc(-c3ccco3)oc2SCC(=O)NCC2CCCO2)cc1 (stereo not drawn),16,1.1,2,-28
COc1cc2[nH]c(=O)c(C(=O)NCCCN3CCCCC3)c(O)c2cc1OC,3,1.2,-1,-2
CCCNC(=O)C(Cc1ccccc1)NS(=O)(=O)c1ccc2c(c1)CCC(=O)N2 (stereo not drawn),5,0.98,3,-4
COc1ccccc1C(=O)NCCc1nc2ccccc2n1C,10,1.1,3,-21
O=C(/C=N/O)Nc1cccnc1,3,0.97,1,-13
CC(NC(=O)CN1CCN(Cc2ccc(Cl)cc2)C1=O)c1ccc2c(c1)OCCO2 (stereo not drawn),10,1,0,4
O=C(CN1CCOc2ccccc21)NCc1cccs1,10,1,-10,-1
Cc1c(C(=O)N2CCN(Cc3ccccc3)CC2)sc2ncnc(N3CCOCC3)c12,11,0.87,6,1
Cc1nn(C)c(C)c1NC(=O)CCSc1nc(-c2ccco2)cc(C(F)(F)F)n1,6,1,-2,-30
COc1ccc(C)cc1NC(=O)CN1CCN(S(=O)(=O)c2ccc(Cl)cc2)CC1,6,1.1,1,2
CSc1sc(C)cc1C1C(C#N)=C(N)N(c2cccnc2)C2=C1C(=O)CC(C)(C)C2 (stereo not drawn),5,1.1,-3,-1
Cc1cc(C)c2c(N)c(C(=O)c3ccccc3)oc2n1,4,1,10,-27
CC1=C(C(=O)NC2CCC(C)CC2)C2(CCC(C)CC2)OC1=O (stereo not drawn),7,0.95,6,-4
O=C(NCCCN1CCCC1)c1cccc(N2CCCC2=O)c1,2,0.97,3,19
Oc1ccc2[nH]cnc2c1CN1CCCCC1,12,0.96,0,-16
COc1ccccc1-n1c(SCC(=O)NC(C)(C)C)nnc1-c1ccco1,7,1,1,-18
Cc1ccc2cc(C(c3nnnn3C3CCCC3)N3CCN(c4ccc(F)cc4)CC3)c(=O)[nH]c2c1 (stereo not drawn),8,1,-4,-2
COC(=O)c1cccc(NC(=O)CSc2nnc(COc3ccc(C#N)cc3)n2-c2ccccc2)c1,18,1,11,-32
CC1(C)CC(=O)C2=C(C1)N(CC1CCCO1)C(=O)C2(O)C(F)(F)F (stereo not drawn),9,0.96,?,?
CC(C)(C)c1ccc(OCC(=O)O)cc1,5,1.1,-6,-2
COCCCNC(=O)C1C2C=CC3(CN(Cc4ccc(C)cc4)C(=O)C13)O2 (stereo not drawn),9,1.1,-4,15
CCOC(=O)N1CCC(Nc2c(NCCN3CCN(Cc4ccccc4)CC3)c(=O)c2=O)CC1,9,1.1,-1,14
Cc1nc2nc(C)c(CCC(=O)N3CCc4ccccc43)c(C)n2n1,2,1.1,1,-8
CCC(=O)N1c2ccc(S(=O)(=O)CCC(=O)Nc3nccs3)cc2CC1C (stereo not drawn),4,1.1,-2,-4

# Full records as entered above.
# Shown for `O=C(/C=N/O)Nc1cccnc1` = Prostate diff = 3; Autofluor Jurkat = 0.97; VLA-4 agonist = 1; VLA-4 antagonist = -13
# Shown for `COCCCNC(=O)C1C2C=CC3(CN(Cc4ccc(C)cc4)C(=O)C13)O2` (stereo not drawn) = Prostate diff = 9; Autofluor Jurkat = 1.1; VLA-4 agonist = -4; VLA-4 antagonist = 15
# Shown for `Cc1ccc(S(=O)(=O)c2nc(-c3ccco3)oc2SCC(=O)NCC2CCCO2)cc1` (stereo not drawn) = Prostate diff = 16; Autofluor Jurkat = 1.1; VLA-4 agonist = 2; VLA-4 antagonist = -28

# (next part)
structure,Prostate diff,Autofluor Jurkat,VLA-4 agonist,VLA-4 antagonist
O=C(Cc1ccc(-n2c(=O)[nH]c3ccccc3c2=O)cc1)N1CCN(c2ccccc2)CC1,0,1,-1,-7
Cn1c(Cn2c(=O)sc3ccccc32)nnc1SCc1ccccc1,10,0.96,2,-6
COc1cc(CC(=O)Nc2ncc(C)s2)cc(OC)c1OC,0,1.2,3,-4
O=S(=O)(Nn1cnnc1)c1ccccc1Cl,15,1,-1,4
CCN(CCCNC(=O)c1cn(CC)c2ccc(S(=O)(=O)N(C)C)cc2c1=O)c1cccc(C)c1,1,1,4,-22
CCN(CC)CCNC(=O)c1ccc(N2CCCCC2)c(NS(=O)(=O)c2ccc(C)cc2)c1,28,0.94,-8,8
CCN1C(=O)/C(=C2\C=Cc3ccccc3N2CC)OC1=S,8,1.1,0,-15
COc1cccc(-c2cc(C(=O)NCc3ccc(Cl)cc3)no2)c1,17,0.96,4,-7
Cn1cccc1Cc1nnc(SCC(=O)Nc2ccc(F)cc2F)n1-c1ccc(F)cc1,7,0.98,-3,1
CC(C)C(=O)Nc1ccc2c(c1)nc1n2CCSC1,8,1.1,-7,-2
Cc1ccc(NC(=O)CNS(=O)(=O)c2cccs2)cc1F,3,1.1,1,-18
CCOC(=O)Cn1c(=O)n(Cc2ccco2)c(=O)c2ccc(C(=O)NCCc3ccccc3)cc21,8,1.1,-7,4
Cc1noc(NS(=O)(=O)c2ccc(N3C(=O)c4ccccc4C3=O)cc2)c1C,7,1,3,-12
O=C(CCCn1c(SCC(=O)NC2CCCC2)nc2ccccc2c1=O)NCC1CCCO1 (stereo not drawn),2,1.1,3,8

# An excerpt from above in order of their number in VLA-4 agonist, falling:
structure,Prostate diff,Autofluor Jurkat,VLA-4 agonist,VLA-4 antagonist
Cn1c(Cn2c(=O)sc3ccccc32)nnc1SCc1ccccc1,10,0.96,2,-6
Cn1cccc1Cc1nnc(SCC(=O)Nc2ccc(F)cc2F)n1-c1ccc(F)cc1,7,0.98,-3,1
CCOC(=O)Cn1c(=O)n(Cc2ccco2)c(=O)c2ccc(C(=O)NCCc3ccccc3)cc21,8,1.1,-7,4
